High-throughput results deposited in PubChem by National Center for Advancing Translational Sciences (NCATS).
EPAC2 agonist – agonists of human EPAC2 (RAPGEF4). 360,000 tested, 0.079% active. EPAC2 activation, biochemical qHTS; response scale: 100% = 6.5 mM cAMP response. Q8WZA2. Potency, µM (doses to about 154 µM), inactives show top-dose activation, actives largely listed as activators. AID 720711; note: nearly all actives have a fitted effect of over 50% in size
Target sequence (Q8WZA2 whole entry, looked up): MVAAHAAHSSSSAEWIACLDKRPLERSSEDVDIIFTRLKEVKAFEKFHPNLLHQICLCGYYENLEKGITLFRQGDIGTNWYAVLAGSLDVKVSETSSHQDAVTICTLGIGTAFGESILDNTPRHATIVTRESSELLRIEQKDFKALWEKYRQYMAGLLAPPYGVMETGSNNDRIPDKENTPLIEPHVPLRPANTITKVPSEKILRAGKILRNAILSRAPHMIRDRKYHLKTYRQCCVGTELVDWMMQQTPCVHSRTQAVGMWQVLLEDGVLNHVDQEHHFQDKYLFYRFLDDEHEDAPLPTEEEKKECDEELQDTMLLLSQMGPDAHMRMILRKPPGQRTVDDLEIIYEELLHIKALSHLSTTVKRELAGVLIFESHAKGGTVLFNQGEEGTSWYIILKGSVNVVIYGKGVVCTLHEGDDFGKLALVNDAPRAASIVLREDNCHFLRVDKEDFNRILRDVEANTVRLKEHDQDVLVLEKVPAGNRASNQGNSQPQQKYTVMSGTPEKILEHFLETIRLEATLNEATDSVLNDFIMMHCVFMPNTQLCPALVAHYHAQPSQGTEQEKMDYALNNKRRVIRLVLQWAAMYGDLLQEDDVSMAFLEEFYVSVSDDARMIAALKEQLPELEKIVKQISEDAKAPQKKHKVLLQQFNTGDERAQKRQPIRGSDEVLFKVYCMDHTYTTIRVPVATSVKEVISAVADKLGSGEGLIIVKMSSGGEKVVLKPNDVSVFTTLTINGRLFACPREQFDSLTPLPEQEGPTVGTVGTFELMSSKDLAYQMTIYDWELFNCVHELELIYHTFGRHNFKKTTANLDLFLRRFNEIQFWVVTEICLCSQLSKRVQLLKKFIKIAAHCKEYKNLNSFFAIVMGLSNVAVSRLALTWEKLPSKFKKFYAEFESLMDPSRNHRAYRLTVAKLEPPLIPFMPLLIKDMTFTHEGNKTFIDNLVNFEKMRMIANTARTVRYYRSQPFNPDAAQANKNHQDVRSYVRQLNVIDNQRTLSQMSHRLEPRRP
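qHTS, titration series. 100 nM EPAC2 / 250 nM Rap1B-BODIPY-GDP / 50 uM GDP; RT; ex 480/em 540 nm, 5-min reads to 30 min. Norm. to 6.5 mM cAMP = activation.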
EPAC1 antag – antagonists of human EPAC1. EPAC1 GEF assay, Rap1b-BODIPY-GDP exchange fluorescence. Potency, µM (top dose mostly 115 µM), without a hit: at the top dose activity change, negative = inhibition, most hits filed as inhibitors. 360,000 tested, 0.14% active. O95398;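 note: plate controls were vehicle for no effect and positive control for full effect; nearly all actives have a fitted effect of over 50% in size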
aSyn yeast inh – rescues yeast growth from alpha-synuclein toxicity. Yeast expressing alpha-synuclein, growth rescue, BacTiter-Glo, 24 h. Potency, µM (top dose mostly 46.1 µM), for inactives: top-dose growth rescue (activation), hits mostly activators. 370,000 tested, 0.14% active. AID 652106; note: % of control where 0% means no effect; nearly all actives have a fitted effect of over 65% in size
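Screening used galactose-induced yeast with toxic alpha-synuclein levels, exposed to compound for 24 hr at 30 deg C. Cell growth, read with BacTiter-Glo luminescence, gave the measured signal.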
TDP43 rescue – rescues yeast growth from TDP-43 toxicity; TDP-43 expressing yeast growth rescue, BacTiter-Glo, 24 h; Potency, µM (highest dose often 46.1 µM), for the others: top-dose growth rescue (activation), most hits filed as activators; 410,000 tested, 1.8% active; note: % of control where 0% means no effect; nearly all actives have a fitted effect of over 50% in size
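Yeast expressing TDP-43 (pregrown in raffinose, seeded at OD600=0.02 in galactose medium) exposed to compounds 24 hr at 30 deg C. Growth read by BacTiter-Glo luminescence; rescue of toxicity appears as increased signal.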
PTHR1 agonist – activates the human parathyroid hormone receptor PTHR1 | Q03431 | HEK293 GP2 PTHR1 cells, GloSensor cAMP luminescence, 1 h | Potency, µM (highest dose often 115 µM), for the others: at the top dose activation, most hits filed as activators | 410,000 tested, 0.075% active | AID 743266; note: nearly all actives have a fitted effect of over 55% in size; some results filed as inactive show a strong effect at the top dose; inactives centre near -15; many of its hits are not listed in these tables
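HEK-293-derived GP2 cells expressing PTHR1 and a GloSensor cAMP reporter, 3,000/well, plated overnight, given luciferin plus IBMX (each 0.5 mM as added) for 1 h at 37 °C, then compound for 1 h at 37 °C. Luminescence was read after 15 min at room temperature.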
EPAC1 agonist – agonists of human EPAC1; O95398; EPAC1 agonist qHTS, biochemical assay; response scale: 100% = response to 6.5 mM cAMP; Potency, µM (doses to about 154 µM), inactives show at the highest dose activation, hits mostly activators; 360,000 tested, 0.073% active; AID 720707; note: nearly all actives have a fitted effect of over 60% in size
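Read-out is the fluorescence drop as BODIPY-GDP leaves Rap1B (480 nm excitation, 540 nm emission), recorded every 5 minutes over 30 minutes. Reactions held 100 nM EPAC1, 250 nM Rap1B–BODIPY-GDP and 50 uM GDP, with 6.5 mM cAMP setting full activation.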
EPAC2 antagonist – antagonists of human EPAC2 | AID 720708 | 360,000 tested, 0.18% active | Potency, µM (titrated, usually from 114 µM), for inactives: at the highest dose activity, negative = inhibition, hits mostly inhibitors | EPAC2 GEF exchange of Rap1B-BODIPY-GDP, fluorescence | Q8WZA2; note: % is set by controls: 0 for no effect and ±100 for the full control effect; nearly all actives have a fitted effect of over 45% in size; many of its hits are not listed in these tables
FUS suppressor – suppressors of FUS proteinopathy in yeast | S. cerevisiae FUS-expressing, growth rescue, OD600, 24 h | Potency, µM (highest dose often 76.6 µM), inactives show at the top dose growth rescue (activation), most hits filed as activators | 390,000 tested, 0.24% active | AID 1347120;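 note: plate controls were DMSO vehicle for no effect and reference control for full effect; nearly all actives have a fitted effect of over 55% in size; some results filed as inactive show a strong effect at the top dose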
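Compound concentration series was pinned onto galactose-induced FUS-expressing yeast seeded at OD 0.005. Plates sat 24hr at 30C; absorbance at 600 nm gave growth. DMSO served as background control.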
* hit, by the source's call; & = joins results of further samples; [ ] = remark or other dose. Calls come from the whole dose curve; as a rule, active = well fitted curve in the direction sought with a large enough effect; inconclusive = small, poorly fitted or top-dose-only effect, or another doubt; inactive = no such curve, though single readings can be large; an effect the other way counts as inactive or inconclusive. Potency is the fitted concentration of half-maximal effect. This is a subset. The share of hits here may be higher or lower than overall.

Cc1ccc(C(=O)NCCCN2CCOCC2)cc1S(=O)(=O)N1CCOCC1 was read as EPAC2 agonist 9%, EPAC1 antag 20%, aSyn yeast inh -1%, TDP43 rescue 5%, PTHR1 agonist -44%[inhibitor], EPAC1 agonist 15%, EPAC2 antagonist -3% and FUS suppressor -27%.
`CC(C)CSCC1OC(n2cnc3c(N)nccc32)C(O)C1O` (centres undefined) gave EPAC2 agonist 6%, EPAC1 antag 13%, aSyn yeast inh -2%, TDP43 rescue -9%, PTHR1 agonist -36%[inhibitor], EPAC1 agonist -8%, EPAC2 antagonist 6% and FUS suppressor -8%.
Screening Cc1cc(C)nc(Nc2ccc(Br)cc2C(=O)O)n1 returned EPAC2 agonist -10%, EPAC1 antag -15%, aSyn yeast inh -4%, TDP43 rescue -13%, PTHR1 agonist -8%, EPAC1 agonist 9%, EPAC2 antagonist -4% and FUS suppressor -8%.
`Cc1ccc(S(=O)(=O)NCCC(=O)NNC(=O)c2ccccc2O)cc1C` gave EPAC2 agonist -1%, EPAC1 antag -4%, aSyn yeast inh 0%, TDP43 rescue 5%, PTHR1 agonist inactive, EPAC1 agonist 4%, EPAC2 antagonist -7% and FUS suppressor -6%.
`Cc1cc(=O)n2[nH]c(-c3ccccc3Cl)cc2n1` gave EPAC2 agonist 0%, EPAC1 antag -3%, aSyn yeast inh -2%, TDP43 rescue 9%, PTHR1 agonist -1%, EPAC1 agonist 6%, EPAC2 antagonist 5% and FUS suppressor -20%.
For COc1ccc(NC(=O)CSc2nc(N)c(C(=O)Nc3ccc(N(C)C)cc3)s2)cc1 the results were EPAC2 agonist -7%, EPAC1 antag -1%, aSyn yeast inh -3%, TDP43 rescue 6%, PTHR1 agonist -17%, EPAC1 agonist -11%, EPAC2 antagonist 14% and FUS suppressor -4%.
For Cc1ccc(Sc2nnc(Cc3ccccc3)c3ccccc23)cc1 the results were EPAC2 agonist 8%, EPAC1 antag 2%, aSyn yeast inh -7%, TDP43 rescue -12%, PTHR1 agonist inactive, EPAC1 agonist 12%, EPAC2 antagonist -7% and FUS suppressor inconclusive.
For Cc1ccc(N2CC(C(=O)N3CCC(C(=O)Nc4nnc(C(C)C)s4)CC3)CC2=O)cc1 (centres undefined) the results were EPAC2 agonist 1%, EPAC1 antag 7%, aSyn yeast inh 1%, TDP43 rescue -10%, PTHR1 agonist -8%, EPAC1 agonist 4%, EPAC2 antagonist 0% and FUS suppressor 21%.
For COc1ccc(CNC(=O)C(=O)NCC2OCCN2S(=O)(=O)c2ccc(F)cc2)cc1 (centres undefined) the results were EPAC2 agonist -7%, EPAC1 antag -9%, aSyn yeast inh 0%, TDP43 rescue 15%, PTHR1 agonist inactive, EPAC1 agonist -9% and EPAC2 antagonist -2%.
`CC(Nc1ccc2c(c1)OCCO2)C(=O)Nc1ccc2c(c1)OCO2` (centres undefined) gave EPAC2 agonist 3%, EPAC1 antag -17%, aSyn yeast inh 0%, TDP43 rescue 28%, PTHR1 agonist -1%, EPAC1 agonist 0%, EPAC2 antagonist 5% and FUS suppressor 14%.
CCOC(=O)c1c(C)c(C(=O)NCCCN2CCCC2=O)c(C)n1CC was read as EPAC2 agonist 1%, EPAC1 antag 3%, aSyn yeast inh 3%, TDP43 rescue -2%, PTHR1 agonist inactive, EPAC1 agonist 6%, EPAC2 antagonist -1% and FUS suppressor 20%.
`COCCS(=O)(=O)N(Cc1ccc(Br)cc1)[C@@H](C)C(=O)OC` gave EPAC2 agonist 1%, EPAC1 antag 9%, aSyn yeast inh 4%, TDP43 rescue -9%, PTHR1 agonist -3%, EPAC1 agonist -5%, EPAC2 antagonist -9% and FUS suppressor -17%.
For COC(=O)C1Cc2c([nH]c3ccccc23)C2(CCN(Cc3ccccc3)CC2)N1 (centres undefined) the results were EPAC2 agonist 5%, EPAC1 antag 0%, aSyn yeast inh -6%, TDP43 rescue -18%, PTHR1 agonist inconclusive, EPAC1 agonist -15%, EPAC2 antagonist -11% and FUS suppressor 22%.
`O=C(c1cc2cc(Br)ccc2o1)N1CCOCC1` gave EPAC2 agonist 0%, EPAC1 antag -3%, aSyn yeast inh -5%, TDP43 rescue 18%, PTHR1 agonist 0%, EPAC1 agonist -8% and EPAC2 antagonist 14%.
`S=C(NCCCN1CCOCC1)NC1CC1` gave EPAC2 agonist 6%, EPAC1 antag 12%, aSyn yeast inh -1%, TDP43 rescue 7%, PTHR1 agonist -44%[inhibitor], EPAC1 agonist 0%, EPAC2 antagonist 3% and FUS suppressor -1%.
Screening CC(C)CN(CCNC(=O)CN1C(=O)CSc2ccc(S(=O)(=O)N3CCOCC3)cc21)CC(C)C returned EPAC2 agonist 9%, EPAC1 antag 3%, aSyn yeast inh -2%, TDP43 rescue 9%&16%, PTHR1 agonist -25%&-22%, EPAC1 agonist -6%, EPAC2 antagonist 4% and FUS suppressor -10%&-15%.
For Cc1cccc(C(=O)N[C@H](C(=O)OCc2cc(=O)n3c(n2)sc2ccccc23)C(C)C)c1 the results were EPAC2 agonist 1%, EPAC1 antag inconclusive, aSyn yeast inh 18%, TDP43 rescue 0%, PTHR1 agonist -44%, EPAC1 agonist 4%, EPAC2 antagonist -2% and FUS suppressor 39%.
Screening Cc1ccc(Cn2nc3c(cc2=O)CCc2ccccc2-3)cc1 returned EPAC2 agonist 7%, EPAC1 antag 3%, aSyn yeast inh 15%, TDP43 rescue inconclusive, PTHR1 agonist inactive, EPAC1 agonist 23%, EPAC2 antagonist inconclusive and FUS suppressor 22%.
Screening O=C(COC(=O)C1CC2C=CC1C2)NCCc1ccccc1 (centres undefined) returned EPAC2 agonist 4%, EPAC1 antag 5%, aSyn yeast inh -2%, TDP43 rescue -6%, PTHR1 agonist -7%, EPAC1 agonist -11%, EPAC2 antagonist 19% and FUS suppressor 0%.
Screening CC(=O)N1CCc2cc(S(=O)(=O)NCCC(=O)Nc3cccc(C)c3C)ccc21 returned EPAC2 agonist -16%, EPAC1 antag -2%, aSyn yeast inh -1%, TDP43 rescue 9%, PTHR1 agonist -8%, EPAC1 agonist -2%, EPAC2 antagonist 7% and FUS suppressor 14%.
COC(=O)c1ccc(COC(=O)C2CCN(S(=O)(=O)c3c(Cl)cccc3Cl)CC2)o1 was read as EPAC2 agonist 5%, EPAC1 antag -9%, aSyn yeast inh 0%, TDP43 rescue 0%, PTHR1 agonist -1%, EPAC1 agonist -1%, EPAC2 antagonist 8% and FUS suppressor 8%.
`O=C(OCC(=O)N1CCCC1)c1ccc(OC(F)(F)F)cc1` gave EPAC2 agonist 1%, EPAC1 antag 27%, aSyn yeast inh -1%, TDP43 rescue -16%[1.82 µM], PTHR1 agonist inactive, EPAC1 agonist -2%, EPAC2 antagonist -9% and FUS suppressor -4%.
`CC(=O)NS(=O)(=O)c1ccc2sc(C)nc2c1` gave EPAC2 agonist 5%, EPAC1 antag 0%, aSyn yeast inh 0%, TDP43 rescue 11%, PTHR1 agonist -17%, EPAC1 agonist -1%, EPAC2 antagonist -1% and FUS suppressor -23%.
Screening O=C(/C=C/c1ccccc1Cl)N1CCCN(C(=O)/C=C/c2ccccc2Cl)CC1 returned EPAC2 agonist 12%, EPAC1 antag 21%, aSyn yeast inh 0%, TDP43 rescue inconclusive, PTHR1 agonist inactive, EPAC1 agonist -2%, EPAC2 antagonist 0% and FUS suppressor 10%.
`CCCN1C(=O)N(C)C(N(O)C(=O)NC)C1(C)C` (centres undefined) gave EPAC2 agonist 8%, EPAC1 antag -5%, aSyn yeast inh 1%, TDP43 rescue -3%, PTHR1 agonist inactive, EPAC1 agonist -1%, EPAC2 antagonist 5% and FUS suppressor 4%.
Screening CN(C)CCCN(C(=O)c1ccc(N2C(=O)CCC2=O)cc1)c1nc2c(F)cccc2s1 returned EPAC2 agonist 4%, EPAC1 antag -20%, aSyn yeast inh -2%, TDP43 rescue -12%, PTHR1 agonist -2%, EPAC1 agonist 12%, EPAC2 antagonist -3% and FUS suppressor 10%.
For COc1ccc(C)cc1S(=O)(=O)Nc1cc2c3c(c1)CCC(=O)N3CCC2 the results were EPAC2 agonist -6%, EPAC1 antag 0%, aSyn yeast inh 2%, TDP43 rescue -17%, PTHR1 agonist inactive, EPAC1 agonist -8%, EPAC2 antagonist -11% and FUS suppressor 27%.
For CN(CC(=O)Nc1ccccc1Br)C(=O)CNC(=O)c1ccco1 the results were EPAC2 agonist -5%, EPAC1 antag -15%, aSyn yeast inh 0%, TDP43 rescue 4%, PTHR1 agonist inactive, EPAC1 agonist -5%, EPAC2 antagonist -1% and FUS suppressor 1%.
For Cc1ccc(CSCCNC(=O)CN2C(=O)c3ccccc3S2(=O)=O)cc1 the results were EPAC2 agonist 12%, EPAC1 antag -3%, aSyn yeast inh 4%, TDP43 rescue 5%, PTHR1 agonist -26%[57.5 µM], EPAC1 agonist -4%, EPAC2 antagonist -1% and FUS suppressor -3%.
For Cc1ccc(NC(=O)Nc2cccs2)c(Cl)c1 the results were EPAC2 agonist 8%, EPAC1 antag -13%, aSyn yeast inh -19%, TDP43 rescue 13µM*, PTHR1 agonist -27%, EPAC1 agonist 5%, EPAC2 antagonist -1% and FUS suppressor 24%.
For CCOC(=O)c1nnn2c1nc(N1CCN(C)CC1)c1ccccc12 the results were EPAC2 agonist 0%, EPAC1 antag -15%, aSyn yeast inh -4%, TDP43 rescue 1%, PTHR1 agonist -9%, EPAC1 agonist 7%, EPAC2 antagonist -3% and FUS suppressor 11%.
`COc1ccc(NC(=O)CSc2n[nH]c(=O)n2C2CC2)cc1Cl` gave EPAC2 agonist 2%, EPAC1 antag -9%, aSyn yeast inh -7%, TDP43 rescue -5%, PTHR1 agonist -16%, EPAC1 agonist 1%, EPAC2 antagonist -30% and FUS suppressor 1%.
Screening COc1ccc(-c2cc(C#N)nc(N3CCNCC3)n2)cc1 returned EPAC2 agonist 9%, EPAC1 antag 1%, aSyn yeast inh -8%, TDP43 rescue -23%, PTHR1 agonist inactive, EPAC1 agonist -5%, EPAC2 antagonist 12% and FUS suppressor 30%.
